Assay outcomes from PubChem BioAssay.
GIRK2 act – Activates human GIRK2-containing potassium channels. 34,000 tested, under 10 active. activation (% efficacy), % for hits at 37.5 µM. HEK293 GIRK2/NPY4 cells, thallium flux fluorescence;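 active = primary screen hit, no activity in plain HEK293 cells, and in GIRK2-only cells above 5% efficacy rising with concentration; inactive = the rest, including fluorescent compounds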;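 note: efficacy is normalized control-subtracted fluorescence 15 s after thallium addition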
Target sequence (P48051 whole entry, looked up): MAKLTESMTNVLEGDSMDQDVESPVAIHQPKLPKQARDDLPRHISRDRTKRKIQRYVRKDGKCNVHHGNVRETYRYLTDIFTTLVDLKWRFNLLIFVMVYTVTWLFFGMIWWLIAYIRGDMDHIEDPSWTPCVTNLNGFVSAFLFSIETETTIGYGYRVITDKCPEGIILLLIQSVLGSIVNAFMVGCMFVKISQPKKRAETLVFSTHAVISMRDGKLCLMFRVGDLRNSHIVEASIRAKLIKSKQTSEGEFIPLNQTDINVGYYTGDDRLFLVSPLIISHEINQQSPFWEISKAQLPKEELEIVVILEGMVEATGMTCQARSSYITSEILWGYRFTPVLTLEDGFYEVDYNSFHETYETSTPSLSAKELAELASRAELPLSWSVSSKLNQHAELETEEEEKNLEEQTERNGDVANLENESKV
Calls only; i = inactive. A portion of the library; rates above refer to the full screens.

SMILES	GIRK2 act
COc1ccc(CNC(=O)CCCn2c(=S)[nH]c3ccc(Br)cc3c2=O)cc1	i
O=C(COc1ccc(Cl)cc1Cl)NCC(O)c1ccc(C(F)(F)F)cc1 (configuration not stated)	i
O=C(CSc1cccc2cccnc12)N1CCCCCC1	i
NC(=O)Cc1ccc(NC(=O)c2ccccc2C(F)(F)F)cc1	i
N#Cc1c(NC(=O)CCCS(=O)(=O)c2ccccc2)sc2c1CCC2	i
Cc1cc(C(=O)NCCn2nc(-c3ccc(Cl)cc3)ccc2=O)no1	i
O=C(Nc1ccc(SCC(=O)N2CCCc3ccccc32)nn1)c1cccs1	i
COCCCNC(=O)c1nn(-c2ccc(F)cc2)cc1OCc1ccccc1	i
O=C(c1ccc(Cl)c(N2C(=O)CCS2(=O)=O)c1)N1CCc2ccccc2C1	i
O=C(CC1CCCC1)Nc1nc(CSCc2ccc(F)cc2)cs1	i
COc1cccc(NC(=O)Cn2cc(-c3nnc(-c4ccccc4)o3)c3ccccc32)c1	i
O=C(CSc1ccc(NC(=O)c2ccco2)nn1)NCc1cccs1	i
O=C(Nc1ccc2c(c1)N(C(=O)C1CCCC1)CC2)Nc1cccs1	i
O=C(Cc1ccc(NS(=O)(=O)Cc2ccccc2)cc1)NCc1cccs1	i
OCC1OC2OC3(CCCCC3)OC2C2OC3(CCCCC3)OC12 (configuration not stated)	i
O=C(c1ccno1)N1CC(c2nc(-c3ccsc3)no2)C1	i
CNc1nn(CC(=O)Nc2ccc(Cl)cc2)c(N)c1-c1nc(-c2ccc(C)cc2)no1	i
O=C(CCc1csc(NS(=O)(=O)c2ccccc2)n1)NC1CCCCC1	i
O=C(NCCCc1ccccc1)NCC1(O)CCOCC1	i
Cc1onc(-c2ccccc2Cl)c1C(=O)NCC1(c2ccccc2)CCOCC1	i
COCCNC(=O)Cc1csc(Nc2cccc(C(F)(F)F)c2)n1	i
O=C(NC(=S)NC1CCS(=O)(=O)C1)c1ccc(Cl)cc1Cl (configuration not stated)	i
CCCNC(=O)C(=O)Nc1ccc2c(c1)N(C(=O)C(C)C)CCC2	i
COc1cccc2cc(C(=O)Oc3ccc(Cl)c4ncccc34)c(=O)oc12	i
O=C(Cc1cc(-c2ccccc2)on1)N1CCCCC1	i
O=C(Cn1nc(-c2ccco2)c2sc(N3CCOCC3)nc2c1=O)c1ccc(Cl)cc1	i
Cc1cccc(-n2c(=O)c3sccc3n(Cc3nc(-c4ccccc4Cl)no3)c2=O)c1	i
Cc1ccc(-c2nc(CSc3nc(C(F)(F)F)cc(=O)[nH]3)c(C)o2)cc1	i
CSc1ccc(CNC(=O)Cn2cc(-c3nc(-c4ccc(Cl)cc4)no3)ccc2=O)cc1	i
COc1cc2nc(=S)n3[nH]c(COc4ccccc4C)nc3c2cc1OC	i
O=C(CCSc1nnnn1-c1ccc(Cl)cc1)Nc1nccs1	i
CCOc1ccc(CC(=O)Nc2nn(C)c3c2C(C)CC(=O)N3)cc1 (configuration not stated)	i
CCN(CC)CCCNC(=O)C(=O)Nc1c2c(nn1-c1cccc(Cl)c1)CSC2	i
Cc1ccc(Oc2ccc(N(C)C(=O)c3cc4ccccc4oc3=O)cc2)nn1	i
CCN1C(SCC(=O)Nc2ccc(OC)c(OC)c2)=NS(=O)(=O)c2ccccc21	i
Cc1cc(NC(=O)c2ccc(S(=O)(=O)N3CCc4ccccc4C3)cc2)n(C)n1	i
CN1CCN(Cc2ccc(NC(=O)Nc3cccs3)cc2)CC1	i
CCOc1ccc(NC(=O)CSC2CC(=O)N(c3ccc(C(=O)OC)cc3)C2=O)cc1 (configuration not stated)	i
CCCOc1cc(Nc2ccc(NC(=O)CC(C)C)cc2)nc(C)n1	i
COc1ccc(OC)c(S(=O)(=O)Nc2ccc(CC(N)=O)cc2)c1	i

Taken from the results shown, 4 compounds:
SMILES	GIRK2 act
O=C(CCSc1nnnn1-c1ccc(Cl)cc1)Nc1nccs1	i
CCOc1ccc(CC(=O)Nc2nn(C)c3c2C(C)CC(=O)N3)cc1 (configuration not stated)	i
CCN(CC)CCCNC(=O)C(=O)Nc1c2c(nn1-c1cccc(Cl)c1)CSC2	i
Cc1ccc(Oc2ccc(N(C)C(=O)c3cc4ccccc4oc3=O)cc2)nn1	i

Remaining list, next part
SMILES	GIRK2 act
O=C(c1nc2ccccc2s1)N(CCN1CCOCC1)c1nc2c(F)cccc2s1	i
Cn1nnc2c(SCC(=O)N3CCC(Cc4ccccc4)CC3)ncnc21	i
O=C(Cc1cccc(F)c1)NC1(c2nc(-c3ccsc3)no2)CCCCC1	i
Cc1ccccc1NC(=O)CSc1ncc(S(=O)(=O)c2ccc(Br)s2)c(N)n1	i
COc1ccc(C2(CNC(=O)c3ccccc3C(F)(F)F)CCCC2)cc1	i
CC(=O)c1cccc(NC(=O)Cn2cc(-c3ccc(C)cc3)c(N(C)C)n2)c1	i
CCn1nnc2c(N3CCN(c4ccccc4F)CC3)ncnc21	i
COc1cn(CC(=O)Nc2ccc3c(c2)OCO3)c(CSc2ncccn2)cc1=O	i
CC1(C)CC(=O)c2ccc(=O)[nH]c2C1	i
Cc1ccc(C2=NC(C)(C)N(C(=O)c3ccccc3)C2=S)cc1	i
COc1ccc(N2C(=O)CN(Cc3ccc(F)cc3)C3CS(=O)(=O)CC32)cc1 (configuration not stated)	i
COc1cc(C(=O)N2c3ccccc3CC2C(N)=O)cc(OC)c1OC (configuration not stated)	i
Cc1ccc2c(c1)N(C)C(=O)c1cc(NC(=O)CSc3ccc(F)cc3)ccc1O2	i
COc1cc(NS(=O)(=O)c2ccc3ccccc3c2)ccc1N1CCCCC1=O	i
COCCN1CCC(NC(=O)Cc2cccc(OC)c2)CC1	i
CC(O)(CNC(=O)c1ccco1)C1CC1 (configuration not stated)	i
Cn1ccc(C(=O)Nc2nnc(-c3cc4ccccc4o3)o2)n1	i
CCC(CO)NC(=O)C(=O)Nc1ccccc1SC (configuration not stated)	i
CCC(=O)Nc1ccc(C(=O)NCCNC(=O)NCc2ccc(F)cc2)cc1	i
COc1cc(-c2noc(Cn3nc(-c4ccc(C)c(C)c4)ccc3=O)n2)cc(OC)c1OC	i

Ordered by molar mass (low to high): 3 of the compounds above
SMILES	GIRK2 act
CN1CCN(Cc2ccc(NC(=O)Nc3cccs3)cc2)CC1	i
O=C(Cc1cccc(F)c1)NC1(c2nc(-c3ccsc3)no2)CCCCC1	i
Cc1cc(NC(=O)c2ccc(S(=O)(=O)N3CCc4ccccc4C3)cc2)n(C)n1	i

Further results:
SMILES	GIRK2 act
CC1CCC(C(C)C)C(OCC(O)CN2CCN(C)CC2)C1 (configuration not stated)	i
O=S(=O)(c1ccc(F)c(Cl)c1)N1CCN(c2ccc(-c3ccccc3)nn2)CC1	i
COc1cccc(CNC(=O)CSc2ccc(NC(=O)c3cccc(F)c3)nn2)c1	i
CC1CCCCN1c1ccc(N2CCN(C(=O)C3CCCCC3)CC2)nn1 (configuration not stated)	i
COCCN1CCC(CNC(=O)C(=O)NC2CCCCC2)CC1	i
O=C(CN(c1ccc(F)cc1)S(=O)(=O)c1cccnc1)NCCc1ccccc1	i
CN(C)C(CNC(=O)NC1CCCCC1)c1ccccc1Cl (configuration not stated)	i
Nc1c(C(=O)NCCc2ccccc2)nnn1-c1cccc(Cl)c1	i
Cc1ccc(NC(=O)C(=O)NCC2CCN(Cc3cccs3)CC2)cc1	i
O=C(Nc1cc(-c2cccs2)nn1CCO)c1ccccc1Cl	i
O=C(C1CCCC1)N1CCN(c2ccc(-c3ccccn3)nn2)CC1	i
CCOC(=O)c1ccc(NC(=O)Cn2cnc3c(sc4nc(C)cc(C)c43)c2=O)cc1	i
Cn1nc(C2CCCN(C(=O)/C=C/c3ccccc3)C2)n(-c2ccccc2)c1=O (configuration not stated)	i
Cn1nc(-c2cccc(NC(=O)Nc3cccc(Cl)c3)c2)ccc1=O	i
Cc1c(Cl)cccc1NC(=O)Cc1cc(-c2cc3ccccc3o2)on1	i
CS(=O)(=O)c1ccc(C(=O)Nc2nnc(-c3cccnc3)o2)cc1	i
CC(C)(C)n1nc2c(c1NC(=O)c1cccs1)CSC2	i
Cc1nc2c(sc3cccc(F)c32)c(=O)n1CC(=O)Nc1ccc(F)c(Cl)c1	i
Cc1csc(C(=O)Nc2ccc(CC(=O)NCC(F)(F)F)cc2)c1	i
CCCOc1ccc(S(=O)(=O)NCC2CCN(C3CCCC3)CC2)cc1	i
CSCCC(C)(O)CNC(=O)c1cccc(Br)c1 (configuration not stated)	i
CCOC(=O)c1ccc(Nc2cc(C)nc(-n3cc([N+](=O)[O-])cn3)n2)cc1	i
Cc1cc(C(=O)N2CCC3(CC2)OCCN3S(=O)(=O)c2cccs2)c(C)o1	i
CCOc1ccc(S(=O)(=O)NCC(C)(O)c2ccc3c(c2)OCO3)cc1F (configuration not stated)	i
Cn1cnnc1SCC(=O)N1CCN(c2ccccc2)CC1	i
O=S(=O)(c1ccccc1)c1cc2ccccc2oc1=Nc1ccccc1F	i
COc1cc(C(=O)NCC(c2ccc(C)cc2)N2CCOCC2)c([N+](=O)[O-])cc1OC (configuration not stated)	i
O=C(NCc1cccs1)C(=O)Nc1cc(F)ccc1F	i
Cc1cc(C)n(-c2ccc(N3CCCC(C(=O)Nc4cccc5nsnc45)C3)nn2)n1 (configuration not stated)	i
Cc1ccc(Cl)cc1-n1nnnc1SCC(=O)NC(C)C	i
CCOc1cc(-c2ccc(C)cc2)nc2ccc(C(=O)N3CCC(C(N)=O)CC3)cc12	i
O=C(Nc1ccc2c(c1)OCO2)N1CCN(c2ccc3nnc(C4CC4)n3n2)CC1	i
COc1cccc(-c2nnc3ccc(OCCNC(=O)Cc4ccc(F)cc4)nn23)c1	i
CNc1nc2c(c(=O)n(C)c(=O)n2C)n1CC(O)c1ccccc1 (configuration not stated)	i
CCOC(=O)N1CCN(c2c([N+](=O)[O-])c(=O)n(-c3ccccc3)c3ccccc23)CC1	i
CSc1ccccc1CN1CCC(CNC(=O)c2cc(-c3ccco3)on2)CC1	i
COc1ccc2nc(-c3ccc(C)c(NS(=O)(=O)c4ccc(C)s4)c3)cn2n1	i
CCOc1ccc(-c2nnc(NC(=O)CC)o2)cc1OCC	i
COCC(C)(O)CNC(=O)c1cccc(C#N)c1 (configuration not stated)	i
COc1ccc2c(=O)c(Oc3ccc(C(=O)Nc4c(C)cccc4C)cc3)coc2c1	i
O=C(CC(c1ccccc1)c1ccccc1)N(Cc1ccccn1)Cc1ccco1	i
COc1ccc(S(=O)(=O)N2CCC(C(=O)Nc3sc(C)c(C)c3C#N)CC2)cc1	i
CC(Oc1ccccc1)C(=O)N1CCC2(CC1)NC(=O)N(Cc1ccc(F)cc1)C2=O (configuration not stated)	i
COc1ccccc1Cc1noc(C2CN(C(=O)Nc3ccc4c(c3)OCO4)C2)n1	i
Cn1cccc1C(CNC(=O)c1ccc(C(F)(F)F)cc1)N1CCCC1 (configuration not stated)	i
Cc1ccc(NC(=O)Nc2ccc3c(c2)N(C(=O)C(C)C)CCC3)cc1	i
O=C(c1ccco1)N1CCc2ccc(NC(=O)C3(c4ccccc4)CCOCC3)cc21	i
CCOc1ccc(-c2nc(S(=O)(=O)c3ccccc3)c(N3CCOCC3)o2)cc1	i
COc1ccc(C)cc1NC(=O)C(=O)NCCc1ccc(S(N)(=O)=O)cc1	i
COc1ccc(Cl)cc1C(=O)Nc1ccc(N2CCCCC2=O)cc1	i

Random excerpt: 7 entries already listed
SMILES	GIRK2 act
COc1ccccc1Cc1noc(C2CN(C(=O)Nc3ccc4c(c3)OCO4)C2)n1	i
COc1ccc(Cl)cc1C(=O)Nc1ccc(N2CCCCC2=O)cc1	i
CCOc1ccc(-c2nc(S(=O)(=O)c3ccccc3)c(N3CCOCC3)o2)cc1	i
Cn1cccc1C(CNC(=O)c1ccc(C(F)(F)F)cc1)N1CCCC1 (configuration not stated)	i
O=C(c1ccco1)N1CCc2ccc(NC(=O)C3(c4ccccc4)CCOCC3)cc21	i
Cc1ccc(NC(=O)Nc2ccc3c(c2)N(C(=O)C(C)C)CCC3)cc1	i
COc1ccc(S(=O)(=O)N2CCC(C(=O)Nc3sc(C)c(C)c3C#N)CC2)cc1	i

Remaining list, next part:
SMILES	GIRK2 act
COC(=O)c1sccc1S(=O)(=O)NCc1cnn2ccccc12	i
Cc1ccc(-c2noc(CS(=O)(=O)c3ccc(C(C)C)cc3)n2)cc1	i
COc1ccc(Cl)cc1S(=O)(=O)Nc1cccc(-c2ccc(=O)n(C)n2)c1	i
c1ccn2cc(CSc3cc(N4CCOCC4)ncn3)nc2c1	i
CCOC(=O)c1ccccc1NC(=O)CSc1nc2c(-c3ccccc3)c[nH]c2c(=O)n1C	i
COc1ccc(OC)c(CNC(=O)Cc2nnc(-c3cnccn3)o2)c1	i
COc1ccccc1C(=O)NCCNc1ccc(Nc2ccncc2)nn1	i
Cc1nnc(-c2cn(CC(=O)NC(C)(C)C)c3ccccc23)o1	i
O=C(c1ccc(=O)n(Cc2ccc(F)cc2)n1)N1CCCCC1	i
CCC(=O)Nc1nnc(-c2ccc(C)c(C)c2)o1	i
Cc1ccc2c(CC(=O)NCCCN3CCCC3=O)cc(=O)oc2c1	i
O=C(NCCCn1nc(-c2ccccc2)ccc1=O)Nc1ccc(C(F)(F)F)cc1	i
COc1ccccc1C(=O)N1CCCC(c2nn(C)c(=O)n2-c2ccccc2)C1 (configuration not stated)	i
NCC1CCN(C(=O)/C=C/c2ccco2)CC1	i
CC(C)c1nnc(C2CCN(C(=O)CSCc3ccccc3)CC2)o1	i
COCCNC(=O)Cc1ccc(NC(=O)Cc2cccc3ccccc23)cc1	i
COc1ccc(C)cc1NC(=O)C(=O)NCC(=O)N1CCOC(c2ccccc2)C1 (configuration not stated)	i
COc1ccc(CNc2oc(-c3ccco3)nc2S(=O)(=O)c2ccccc2)cc1	i
Cc1cc(CN2CCC(CNS(=O)(=O)/C=C/c3ccccc3)CC2)c(C)o1	i
Cc1cc(NC(=O)CSc2ccc(NC(=O)c3ccco3)nn2)no1	i
CNC(=O)Cc1ccc(NC(=O)c2ccc(S(=O)(=O)N(C)C)cc2)cc1	i
COC(=O)c1sc(-c2ccccc2)cc1NC(=O)c1ccc(S(=O)(=O)C(C)C)cc1	i
